Screening results from PubChem BioAssay.
Bfl-1 Bim block: disrupts Bim binding to human Bfl-1; Q16548; Bead-based flow cytometry, Bim-Bfl-1 binding inhibition; inhibition, % at 10 µM; actives 0.12% (n = 190,000); AID 1008;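 note: 0% = wells without compound plus tracer and 100% = blocker peptide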
RGS8-Gao: human RGS8-Galphao interaction regulation; AID 1423; P09471; multiplexed bead flow cytometry, RGS8-Galphao binding; actives lie on both sides; actives 0.34% (n = 220,000); response (percent of control binding), % at 10 µM; in the data active = response below about 60% or above about 140%; inactive = in between;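 note: Galphao activated as the GDP aluminium fluoride complex binding bead-coupled RGS8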
Target sequence (P09471 whole entry, looked up): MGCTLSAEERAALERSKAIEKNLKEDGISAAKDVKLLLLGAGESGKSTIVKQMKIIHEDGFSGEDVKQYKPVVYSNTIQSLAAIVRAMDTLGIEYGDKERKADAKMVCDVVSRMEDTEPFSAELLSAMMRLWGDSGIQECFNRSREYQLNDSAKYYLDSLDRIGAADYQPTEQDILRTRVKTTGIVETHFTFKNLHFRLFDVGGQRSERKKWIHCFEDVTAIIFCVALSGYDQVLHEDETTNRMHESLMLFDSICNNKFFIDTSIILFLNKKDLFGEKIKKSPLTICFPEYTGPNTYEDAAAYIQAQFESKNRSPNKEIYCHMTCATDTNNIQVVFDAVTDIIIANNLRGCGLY
RGS4-Gao reg: human RGS4-Galphao interaction regulation; AID 1415; binding response (% of control), % at 10 µM; Multiplexed bead flow cytometry, RGS4-Galphao binding; actives lie on both sides; actives 0.33% (n = 220,000); P09471; in the data active = binding response below about 49% or above about 150%; inactive = in between;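 note: fluorescent Galphao activated with aluminum fluoride binding bead-coupled RGS4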
Bcl-B Bim block: human Bim-Bcl-B interaction inhibition. actives 0.073% (n = 190,000). inhibition, % at 10 µM. bead-based flow cytometry, Bim peptide-Bcl-B binding. Q9HD36;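 note: 0% = tracer peptide without compound and 100% = reference inhibitor peptide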
Target sequence (Q9HD36 whole entry, looked up): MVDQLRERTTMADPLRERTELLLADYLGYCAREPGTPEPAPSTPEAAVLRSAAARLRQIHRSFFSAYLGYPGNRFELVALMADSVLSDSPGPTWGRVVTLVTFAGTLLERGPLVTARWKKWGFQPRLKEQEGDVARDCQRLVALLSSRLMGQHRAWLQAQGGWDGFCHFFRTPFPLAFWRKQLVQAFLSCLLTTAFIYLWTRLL
Mcl-1 Bim block: inhibitors of Bim-Mcl-1 interaction, human | Q07820 | Bead-based flow cytometry, Bim peptide-Mcl-1 binding | inhibition, % at 10 µM | actives 0.1% (n = 190,000) | AID 1009;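 note: 0% = no compound tracer wells and 100% = peptide blocker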
Mcl1-Noxa inh: disrupts binding of human Mcl-1 to Noxa peptide; AID 1022; Q07820; actives 1.5% (n = 220,000); inhibition, % at 21.7 µM; TR-FRET Mcl-1/Noxa peptide binding, 2 h;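 active = compounds that cut the protein-peptide binding signal by more than 50% relative to plate controls in a single-dose test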;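 note: His-tagged Mcl-1 with rhodamine Noxa BH3 peptide and terbium anti-His antibody; 0% = Mcl-1 plus Noxa peptide wells and 100% = peptide-only wells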
Mcl1 Bid PPI: disrupts binding of human Mcl-1 to Bid peptide; TR-FRET Mcl-1/Bid-Dy647 peptide binding, 1536-well; inhibition, % at 21.7 µM; Q07820; actives 0.97% (n = 220,000);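 active = compounds that cut the binding signal by more than half at the single screening dose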;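 note: His-tagged Mcl-1 with europium anti-His antibody binding Bid BH3 peptide; 0% = Mcl-1 plus peptide wells and 100% = peptide-only wells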
Bim-Bcl-W: inhibitors of Bim-Bcl-W interaction, human | Q92843 | bead-based flow cytometry, Bim peptide-Bcl-W binding | inhibition, % at 10 µM | actives 0.02% (n = 190,000);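 note: 0% = bound tracer without compound and 100% = peptide blocker; higher means less fluorescent Bim peptide bound to Bcl-W beads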
RGS7-Gao: human RGS7-Galphao interaction regulation; Multiplexed bead flow cytometry, RGS7-Galphao binding; actives lie on both sides; binding response (% of control), % at 10 µM; actives 0.35% (n = 220,000); in the data active = binding response below about 49% or above about 150%; inconclusive = no clear call, values can overlap the other calls; inactive = in between;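 note: fluorescent Galphao held in activated GDP-AlF4 state binding bead-coupled RGS7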
Bim-Bcl-XL: inhibitors of Bim-Bcl-XL interaction, human | actives 0.04% (n = 190,000) | Q07817 | Bim peptide-Bcl-XL binding, bead flow cytometry, fluorescence | inhibition, % at 10 µM
Target sequence (Q07817 whole entry, looked up): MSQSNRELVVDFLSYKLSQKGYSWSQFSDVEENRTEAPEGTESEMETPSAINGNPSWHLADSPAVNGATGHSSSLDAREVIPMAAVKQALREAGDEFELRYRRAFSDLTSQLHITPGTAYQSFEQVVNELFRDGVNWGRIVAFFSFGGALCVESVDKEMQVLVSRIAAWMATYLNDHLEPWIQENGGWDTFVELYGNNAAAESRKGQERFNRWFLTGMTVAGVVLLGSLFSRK
Bim-Bcl-2: human Bim-Bcl-2 interaction inhibition; actives 0.06% (n = 190,000); P10415; AID 950; inhibition, % at 10 µM; Bead-based flow cytometry, Bim peptide-Bcl-2 binding; in the data active = inhibition above about 40%; inconclusive = no clear call, values can overlap the other calls;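 note: 0% = no compound wells with probe peptide and 100% = reference peptide inhibitor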
Target sequence (P10415 whole entry, looked up): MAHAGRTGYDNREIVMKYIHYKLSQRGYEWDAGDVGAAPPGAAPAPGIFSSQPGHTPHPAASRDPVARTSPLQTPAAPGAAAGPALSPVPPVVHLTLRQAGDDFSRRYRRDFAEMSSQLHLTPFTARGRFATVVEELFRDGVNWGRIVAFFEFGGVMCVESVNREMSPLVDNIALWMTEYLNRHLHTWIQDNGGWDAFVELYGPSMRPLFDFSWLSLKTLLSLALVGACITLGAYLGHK
The depositor's hits bear a star; ? = inconclusive; · = no result given; [ ] = dose if it differs, or a comment. Cut-off read from the data, not from the text of the source, unless noted: active = inhibition above about 40%.

SMILES	Bfl-1 Bim block	RGS8-Gao	RGS4-Gao reg	Bcl-B Bim block	Mcl-1 Bim block	Mcl1-Noxa inh	Mcl1 Bid PPI	Bim-Bcl-W	RGS7-Gao	Bim-Bcl-XL	Bim-Bcl-2
O=C(NNC(=O)c1ccc2ccccc2c1O)c1ccccc1Cl	-12	101	98	-13	-1	-28	-36	1	97	-4	-7
COc1ccc(N2CCN(c3nc4ccccn4c(=O)c3C=O)CC2)cc1	-10	98	95	-7	-1	21	-15	-1	95	-4	-4
COc1ccc(OC2C(=O)N(Cc3ccc(F)cc3)C2c2ccc(OC)c(OC)c2)cc1 (configuration not stated)	-3	99	102	0	-2	8	-21	0	102	1	1
CCOC(=O)c1cnn(-c2ccc(NS(=O)(=O)c3ccc(Cl)cc3)cc2)c1C(F)(F)F	·	104	112	·	·	6	-7	·	?	·	·
CCN(Cc1ccccc1)C(=O)c1cc2c(=O)oc3ccc(C)cc3c2s1	-12	96	98	-5	1	9	-8	0	100	-3	-6
Cc1ccccc1NC(=O)Cn1c([N+](=O)[O-])cnc1C	-12	102	101	-8	-3	13	12	-4	97	-7	-6
Cc1cccc(Nc2nc(N)c([N+](=O)[O-])c(NCc3ccco3)n2)c1	2	102	101	-7	-1	39	-5	0	100	-4	0
Cc1ccccc1OC(C)c1nc(-c2ccccc2)no1 (configuration not stated)	-15	101	99	-9	-3	-10	6	-3	102	-6	-10
Cc1ccc(CNC(=O)C(Cc2ccccc2)NS(=O)(=O)c2ccc3c(c2)CCC(=O)N3)cc1 (configuration not stated)	-8	100	104	-2	0	8	-4	2	101	-2	-6
OC1=C(O)c2nc3cc(F)ccc3nc21	·	101	103	·	·	21	-63	·	?	·	·
CSc1cccc(NC(=O)CCNC(=O)c2ccco2)c1	-2	92	69	0	-2	18	-25	-1	81	-3	-1
Cc1csc(NC(=O)CCn2c(=O)oc3ccccc32)n1	-22	103	99	-7	-4	-4	-23	-3	98	-7	-7
Cc1cccc(OCC(=O)N2CCOCC2)c1	-2	97	160*[activator]	0	0	6	-44	1	271*[activator]	0	0
Cn1nc(C(=O)NCc2ccco2)c2ccccc2c1=O	0	92	97	0	0	24	-17	-1	95	0	-2
COc1cc2c(cc1C1NC(=S)NC(C)=C1C(N)=O)CCCC2 (configuration not stated)	0	98	100	-19	0	5	-36	-2	98	-2	-2
CC(=O)NCCOc1cccc2cccnc12	-11	101	102	2	5	-3	-6	3	101	1	3
CC(C)Nc1nc(NC(C)C)nc(C(=O)OCCO)n1	0	98	97	-6	-1	19	-1	-1	95	-3	0
COC(=O)c1nn(-c2c(C)n(C)n(-c3ccccc3)c2=O)cc1O	-12	101	101	-6	0	0	-57	1	101	0	-8
O=C(c1cc2ncc(Br)cn2n1)N1CCN(C(=O)c2ccco2)CC1	-5	101	102	-5	-5	25	-19	-3	100	-2	-6
CC(=O)c1cc(C#N)c(SCc2ccccc2C#N)nc1C	-5	106	103	-13	0	-4	-14	-10	106	-9	-4
CCOc1cccc2cc(C(=O)NCCC3=CCCCC3)c(=O)oc12	-6	100	102	-7	-1	7	-13	-3	?	-5	-4
CCCC(=O)c1ccc(N2CCN(C(=O)c3ccccc3Br)CC2)c(F)c1	-2	100	100	0	-1	31	-11	0	99	0	-1
CCCCNC(=O)/C(C#N)=c1\s/c(=C\c2ccccc2OC(F)F)c(=O)n1CCCOC	-4	99	101	-4	-8	3	-13	-8	103	-9	-10
O=C1c2ccccc2C(=O)N1CCOCCN1C(=O)c2ccccc2C1=O	-1	95	97	0	1	-6	-11	0	95	0	1
COc1ccc(/C=N/Nc2ccccc2C(=O)O)cc1Cn1cc([N+](=O)[O-])cn1	·	105	103	·	·	35	-41	·	?	·	·

More records
SMILES	Bfl-1 Bim block	RGS8-Gao	RGS4-Gao reg	Bcl-B Bim block	Mcl-1 Bim block	Mcl1-Noxa inh	Mcl1 Bid PPI	Bim-Bcl-W	RGS7-Gao	Bim-Bcl-XL	Bim-Bcl-2
O=C(Nc1ccc(OCC(=O)N2CCC(Cc3ccccc3)CC2)cc1)c1ccco1	-8	107	106	-8	-1	20	-35	0	104	-1	-4
CCOC(=O)c1cc(C(=O)c2cc(F)ccc2O)coc1=N	-3	102	101	-2	-1	-2	-25	-1	97	0	-2
O=C(NCc1ccco1)c1cccc2ccccc12	-4	99	98	-3	-5	3	-11	-3	98	-4	-1
CC(C)(C)OC(=O)N1CCC(C(=O)N[C@@H](Cc2ccccc2)C(=O)O)(c2ccccc2)CC1	-1	102	99	0	-1	21	2	0	96	-4	2
CCn1nc(C)c(C2C(C#N)=C(N)OC3=C2C(=O)CC(C)(C)C3)c1C (configuration not stated)	-1	76	94	-9	-4	-8	-26	-4	90	-8	-8
C=CCSc1nnc(-c2cc(Br)ccc2N)c(=O)[nH]1	-7	103	100	-11	-3	-7	-15	-4	97	-10	-6
O=C(NCCCN1CCOCC1)c1ccc(CS(=O)(=O)c2cccc(C(F)(F)F)c2)o1	-9	104	102	-5	0	-5	-24	2	104	-6	-5
Cc1ccc(SCc2cn3cccnc3n2)cc1	-9	96	92	-3	-2	-1	-5	0	97	2	-2
O=C(NC1(O)C(=O)c2ccccc2C1=O)c1ccc(C(F)(F)F)cc1	·	100	101	·	·	-26	-15	·	?	·	·
COC(=O)c1c(C)noc1-c1ccc(Cl)cc1	·	100	99	·	·	-4	-8	·	?	·	·
O=C(COC(=O)C12CC3CC(CC(C3)C1)C2)Nc1nccs1	4	102	102	-1	0	3	4	0	109	0	-1
CC(=O)Oc1ccc2c(=O)c(Oc3ccccc3[N+](=O)[O-])coc2c1	-2	104	102	-6	-1	16	10	-3	99	-4	-1
O=Cc1cn(Cc2ccccc2)nc1-c1cccnc1	-7	100	100	-8	-2	-5	-19	-2	105	-4	-2
Cn1c(SCc2cccc([N+](=O)[O-])c2)nc2c(c1=O)SCC2	-5	101	99	-3	0	9	-30	-3	101	-3	-2
O=S(=O)(NCC(c1ccco1)N1CCN(c2ccc(F)cc2)CC1)c1ccc(F)cc1 (configuration not stated)	0	102	100	-5	-1	17	-35	-1	99	-4	-2
Cc1onc(-c2ccccc2)c1C(=O)Nc1nc2c(s1)CCCC2	-3	111	106	-1	-6	1	-11	-1	104	-4	-6
NNC(=O)c1cccc(COc2ccccc2Br)c1	-11	97	98	-9	1	-6	-23	0	100	-1	-6
COc1ccccc1N1CCN(c2ccc(N3C(=O)CCC3=O)cc2[N+](=O)[O-])CC1	-6	98	96	-6	-5	7	-11	-4	93	-2	-1
O=C(CC(=O)NC1CCCCC1)N/N=C/c1ccccc1Cl	0	99	102	-3	-2	13	-13	-1	100	-1	0
CCOC(=O)C1CCN(C2CC(=O)N(c3ccc(OCC)cc3)C2=O)CC1 (configuration not stated)	-4	105	100	-5	-6	-28	-24	0	100	-7	-3
Cc1ccc(C(=O)CN(Cc2ccccc2)C2=NCCS2)cc1	-6	100	92	-7	-5	5	1	-4	96	-10	-5
CCOC(=O)c1cc(C(C)=O)n2ccccc12	0	99	99	0	-1	3	-15	-3	91	2	0
CCOC(=O)N1CCN(C(=O)CN(c2ccccc2OC)S(=O)(=O)c2ccc(OC)cc2)CC1	-8	106	108	-5	1	-11	-17	0	106	2	0
CCOC(=O)c1c(NC(=O)C2CCCCC2C(=O)O)sc2c1CCCCC2 (configuration not stated)	-2	92	89	-3	1	-3	-6	2	87	0	-1
O=C(CSc1ccc2nnc(-c3ccncc3)n2n1)Nc1nccs1	-1	98	93	10	9	-19	-28	11	93	15	5

Remaining list, next part.
SMILES	Bfl-1 Bim block	RGS8-Gao	RGS4-Gao reg	Bcl-B Bim block	Mcl-1 Bim block	Mcl1-Noxa inh	Mcl1 Bid PPI	Bim-Bcl-W	RGS7-Gao	Bim-Bcl-XL	Bim-Bcl-2
COc1cc(S(=O)(=O)N2CCCCC2)ccc1NC(C)=O	0	116	127	-1	-3	17	-33	-2	117	-1	0
Cc1cccc(OC(=O)Cn2c(C(F)(F)F)nc3ccccc32)c1	-2	124	125	0	0	-4	-32	0	130	-2	-2
CCOc1ccsc1C(=O)O	·	107	97	·	·	16	-3	·	?	·	·
CCSc1nc(O)cc(=O)n1-c1ccc(OC)cc1	0	101	103	-2	-3	18	-24	-1	103	1	-1
O=S(=O)(Nc1ncccn1)c1ccc(-n2cnnn2)cc1	5	89	88	3	-2	-8	-23	-2	90	-2	-1
Cc1nnc2n(C3CCCCC3)c(=O)c3c4c(sc3n12)COC(C)(C)C4	-19	101	99	-7	-1	-9	-1	-3	95	-5	-9
COc1ccccc1NC(=O)C1=C(C)NC2=C(C(=O)CCC2)C1c1ccc2c(c1)OCO2 (configuration not stated)	-11	97	99	-7	2	19	-29	0	98	-5	-2
Cc1cccc(C(=O)N2CCc3cc(-c4nc(NC(=O)Cn5nnc6ccccc6c5=O)sc4C)ccc32)c1	-15	101	101	-11	-4	51*	67*	-16	102	-15	-8
O=C(Nc1ccc2[nH]c(=O)[nH]c2c1)Nc1ccc(F)cc1F	-7	101	100	-8	-5	22	13	1	104	-1	-9
C/C=N\NC(=O)COc1cc(C)ccc1C	-3	106	109	-3	0	7	-14	1	107	-3	0
CN(C)S(=O)(=O)c1ccc(C(=O)OCC(=O)NCc2ccccc2)cc1	-6	101	99	-6	0	8	-17	1	?	-2	-6
COC(=O)c1nc2n(n1)C(c1cccc(Cl)c1)C1=C(CC(C)(C)CC1=O)N2 (configuration not stated)	-10	98	99	-2	0	7	-14	1	101	-6	-10
Cn1nccc1C(=O)N/N=C/c1cccnc1	·	99	99	·	·	-20	-36	·	?	·	·
N#Cc1ccsc1NC(=O)c1ccccn1	-8	95	95	-6	2	8	-41	0	95	-10	-3
Cc1cc(N2CCCCC2)c(F)cc1[N+](=O)[O-]	-9	98	97	-8	0	-5	-37	0	96	0	-2
COCCNS(=O)(=O)c1ccc(OCC(=O)OC)c(Cl)c1	-11	99	100	-11	0	-4	-39	4	98	-1	-8
Cc1cc(=O)oc(C)c1C(=O)N1CCc2c([nH]c3ccccc23)C1C(C)C (configuration not stated)	-11	99	100	-6	-2	10	-31	-1	99	-6	-5
CCc1ccc(CNC(=O)C2CCCN(c3nc4ccccc4o3)C2)cc1 (configuration not stated)	-18	103	105	-5	-4	-6	-12	-2	106	-9	-10
COC(=O)CN1C(=O)Nc2ccc(Br)cc2C1c1ccccc1Cl (configuration not stated)	-2	105	110	-4	-2	6	13	0	108	-3	-3
COc1cc(CNCc2cccnc2)ccc1OCC(=O)NC(C)(C)C	-3	96	95	-3	1	15	11	0	95	0	3
O=C(C(=O)N1CCc2ccccc2C1)N1CCc2ccccc2C1	3	99	104	2	2	-5	-4	-1	100	1	7
CC1=C(C(=O)Nc2ccc([N+](=O)[O-])cc2)C(c2cccc(C(F)(F)F)c2)NC(=S)N1c1ccccc1 (configuration not stated)	-14	102	106	-10	-3	-55	-101	0	102	-8	-7

RGS7-Gao: entries above that show a hit.
SMILES	Bfl-1 Bim block	RGS8-Gao	RGS4-Gao reg	Bcl-B Bim block	Mcl-1 Bim block	Mcl1-Noxa inh	Mcl1 Bid PPI	Bim-Bcl-W	RGS7-Gao	Bim-Bcl-XL	Bim-Bcl-2
Cc1cccc(OCC(=O)N2CCOCC2)c1	-2	97	160*[activator]	0	0	6	-44	1	271*[activator]	0	0
